# KCNH2 3.1 inh – qHTS for Inhibitors of KCHN2 3.1: Mutant qHTS. Potassium voltage-gated channel subfamily H member 2, brain isoform KCNH2 3.1 (human). U2OS KCNH2 3.1, thallium flux FluxOr; active compounds read low. 340,000 tested, 0.95% active. activity change, % (tested at about 1.8 µM);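 active = maximum activity change below -70%; inconclusive = maximum activity change from -70% to -50%; inactive = maximum activity change above -50%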;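 also: thallium influx rate constant from kinetic fluorescence after stimulation buffer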
#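 Channel expression came from 3.1 mutant virus (1.77 x 10^8 /mL) applied to suspended U2OS cells for 4 h. Flux was tracked with FluxOr dye plus Red40 quencher, and kinetic rate constants normalized to controls.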
# GALK inhibitor – qHTS Assay for Inhibitors of Human Galactokinase (GALK). P51570. Potency, µM (titrated, usually from 57.5 µM), for inactives: top-dose activity change, negative = inhibition, most hits filed as inhibitors. Purified GALK, Kinase-Glo residual ATP luminescence. 270,000 tested, 0.007% active; also: potency is read from the fitted curve at half-maximal effect
# Target sequence (P51570 whole entry, looked up): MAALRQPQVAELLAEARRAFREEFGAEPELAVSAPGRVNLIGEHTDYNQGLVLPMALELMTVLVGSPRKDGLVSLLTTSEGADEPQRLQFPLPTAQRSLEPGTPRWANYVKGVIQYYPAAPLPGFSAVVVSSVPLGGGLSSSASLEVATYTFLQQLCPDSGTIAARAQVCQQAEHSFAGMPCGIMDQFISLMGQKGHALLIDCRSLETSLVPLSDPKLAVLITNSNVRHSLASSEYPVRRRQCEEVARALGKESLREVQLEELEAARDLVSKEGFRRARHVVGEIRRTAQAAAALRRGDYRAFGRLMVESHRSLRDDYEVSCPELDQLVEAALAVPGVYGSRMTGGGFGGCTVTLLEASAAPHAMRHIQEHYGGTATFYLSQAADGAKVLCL
#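 Luminescence from leftover ATP (Ultra-Glo luciferase/luciferin) served as read-out after a 1 h room-temperature reaction of 5 nM GALK with 35 uM ATP and 100 uM galactose.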
# Giardia killer – Small Molecules that selectively kill Giardia lamblia: qHTS. activity change, % at 7.66 µM, hits read low. 340,000 tested, 0.15% active. Giardia lamblia trophozoite viability; in the data active = activity change below about -80%; inconclusive = between about -30% and that limit;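 also: parasites exposed to compound for two days anaerobically before the ATP read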
#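 Trophozoites 100 cells/well + cpd; 48 hrs, 37 deg C, anaerobic. ATPLite 1-Step added, 15-30 min RT, luminescence read (ATP-based viability).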
# FBPA coupling cs – qHTS Assay for Inhibitors of Fructose-1,6-bisphosphate Aldolase from Giardia Lamblia: Coupling assay counterscreen. coupling enzyme system counterscreen, AmpLite Red fluorescence. AID 2472, 2010. activity change, negative = inhibition, % at 58.2 µM, hits read low. 290,000 tested, 0.67% active; in the data active = activity change below about -30%
#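 Compounds tested against the coupling enzymes alone at 57.5 uM final; readout was AmpLite Red fluorescence (525/598 nm) after 20 min at RT.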
# PKM2 act – qHTS Assay for Activators of Human Muscle isoform 2 Pyruvate Kinase. 260,000 tested, 0.34% active. Potency, µM (titrated, usually from 57.5 µM), without a hit: top-dose activation, hits mostly activators. purified PKM2, Kinase-Glo ATP luminescence, activation; response scale: 0% is enzyme alone, no compound. Pyruvate kinase PKM (Homo sapiens), P14618. AID 1631, 2009; also: potency is read from the fitted curve at half-maximal effect; nearly all actives have a fitted effect of over 55% in size
#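 Purified hPK-M2 (>95% pure) converted ADP (0.1 mM final) to ATP with 0.5 mM PEP in 50 mM imidazole pH7.2, KCl, MgCl2, Tween 20, BSA; 1 h at room temperature. ATP detected by Kinase-Glo luminescence.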
# Chronic BCR inh – qHTS Assay to Find Inhibitors of Chronic Active B-Cell Receptor Signaling. ABC-DLBCL IkBa-CBG/CBR reporter, luminescence ratio, 4 h. Potency, µM (doses to about 46.1 µM), for inactives: at the highest dose ratio change, negative = lower green/red ratio, hits mostly inhibitors. 340,000 tested, 0.05% active; active = well fitted inhibition curve with a large enough effect in the signal ratio, with a control signal flat, not every such curve was filed as active; inconclusive = small, poorly fitted or top-dose-only effect, or effect the other way, or a change in a side signal; the % refers to the signal ratio;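 also: potency is read from the fitted curve at half-maximal effect; plate controls were basal doxycycline-induced cells for no effect and cells given 10 µM MG132 for full effect; MG132 reads +100%, hits lower the ratio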
#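 Compounds up to 46 uM were incubated four hours with TMD8 cells whose green CBG68 luciferase is fused to IkappaBalpha; red CBR luminescence normalised the signal, and concentration-effect curves were fitted to fusion, red and ratio data.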
# USP2a block – qHTS Assay for Inhibitors of Ubiquitin-specific Protease USP2a Using CHOP2 as the Reporter | 330,000 tested, 0.01% active | USP2 core, Ub-CHOP2 coupled fluorogenic reporter, 485/531 | Potency, µM (series often up to 38.3 µM), without a hit: top-dose activity change, negative = inhibition, actives largely listed as inhibitors | Ubiquitin carboxyl-terminal hydrolase 2 (Homo sapiens), O75604 | AID 463254, 2010;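 also: potency is read from the fitted curve at half-maximal effect; plate controls were DMSO wells for no effect and full inhibition by NEM control for full effect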
#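 USP2 core (10nM final) preincubated 30min RT with compound in 20mM Tris-HCl pH 8.0, 2mM CaCl2, 2mM beta-mercaptoethanol, 0.05% CHAPS; 25nM Ub-CHOP2 plus 25nM reporter substrate added, fluorescence (Ex485/Em531) read after 60min.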
# uPA surface inh – qHTS for Inhibitors of Cell Surface uPA Generation | cell surface uPA generation assay, qHTS | Potency, µM (highest dose often 38.3 µM), for inactives: at the highest dose activity change, negative = inhibition, hits mostly inhibitors | 330,000 tested, 0.31% active | AID 540303, 2011; active = well fitted inhibition curve with a large enough effect; inconclusive = small, poorly fitted or top-dose-only effect; inactive = no such curve, though single readings can be large or run the other way; tested in mouse RAW 264.7 cells; also: potency is read from the fitted curve at half-maximal effect; nearly all actives have a fitted effect of over 55% in size
# B2AR arrestin – qHTS assay of beta-arrestin-biased ligands of beta2-adrenergic receptor; 330,000 tested, 0.02% active; beta-arrestin recruitment to beta2AR, cell-based reporter; Beta-2 adrenergic receptor (Homo sapiens), P07550; Potency, µM (series often up to 46.1 µM), inactives show at the highest dose activation, hits mostly activators;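 also: potency is read from the fitted curve at half-maximal effect; 0% = DMSO controls and full agonism = EC100 isoproterenol or metaproterenol; nearly all actives have a fitted effect of over 65% in size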
# hERG WT inh – qHTS for Inhibitors of KCHN2 3.1: Wildtype qHTS; AID 720551, 2013; activity change, % at 1.84 µM; U2OS, BacMam KCNH2, thallium flux FluxOr; active compounds read low; Voltage-gated inwardly rectifying potassium channel KCNH2 (Homo sapiens), Q12809; 340,000 tested, 0.37% active;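 active = maximum activity change below -70%; inconclusive = maximum activity change between -70% and -50%; inactive = maximum activity change above -50%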
#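 U2OS cells transduced with wild-type KCNH2 virus are loaded with FluxOr dye for 45 min, and thallium flux is measured in kinetic reads before and after stimulation buffer. Rate constants are normalized to DMSO controls.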
# Eya2 phos inh – qHTS Assay for Inhibitors of the Phosphatase Activity of Eya2. Protein phosphatase EYA2 (Homo sapiens), O00167. recombinant Eya2, OMFP fluorescence dephosphorylation (OMFP is methylfluorescein phosphate). Potency, µM (series often up to 76.9 µM), without a hit: at the highest dose activity, negative = inhibition, most hits filed as inhibitors. 330,000 tested, 0.006% active; also: potency is read from the fitted curve at half-maximal effect
# Target sequence (O00167 whole entry, looked up): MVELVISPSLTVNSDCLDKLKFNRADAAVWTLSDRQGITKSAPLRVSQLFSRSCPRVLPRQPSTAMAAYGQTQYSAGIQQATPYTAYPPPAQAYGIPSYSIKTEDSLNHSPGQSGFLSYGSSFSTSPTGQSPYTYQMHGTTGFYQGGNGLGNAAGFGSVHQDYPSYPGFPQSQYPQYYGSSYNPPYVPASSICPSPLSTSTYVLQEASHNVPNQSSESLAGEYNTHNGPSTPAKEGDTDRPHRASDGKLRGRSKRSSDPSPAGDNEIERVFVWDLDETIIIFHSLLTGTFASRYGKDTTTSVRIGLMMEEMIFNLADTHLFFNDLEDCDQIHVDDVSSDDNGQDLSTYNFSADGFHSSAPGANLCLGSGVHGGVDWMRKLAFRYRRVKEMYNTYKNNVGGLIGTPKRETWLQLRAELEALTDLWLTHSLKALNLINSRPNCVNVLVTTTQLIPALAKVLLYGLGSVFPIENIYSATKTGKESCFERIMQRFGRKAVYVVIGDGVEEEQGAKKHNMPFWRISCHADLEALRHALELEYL
#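 Eya2 (0.2 uM) preincubated 10 min at ambient with compound, then OMFP substrate added at 50 uM; 10 min reaction in 50 mM HEPES pH 7.5, 50 mM NaCl, 5 uM MgCl2, 0.05% BSA, 1 mM DTT. Fluorescence read at Ex 485/Em 525 nm.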
# Numbers without * were called inactive; ? = inconclusive; nt = not tested or not shown; & = joins results of further samples; [ ] = dose if it differs, or a comment. Unless noted, calls follow the shape of the dose curve; as a rule, active = well fitted curve in the direction sought with a large enough effect; inconclusive = small, poorly fitted or top-dose-only effect, or another doubt; inactive = no such curve, though single readings can be large; an effect the other way counts as inactive or inconclusive. Unless noted, % is scaled to controls: 0 for no effect and ±100 for the full control effect.
# Results follow in this order: hERG WT inh	PKM2 act	Chronic BCR inh	uPA surface inh	USP2a block	Eya2 phos inh	GALK inhibitor	B2AR arrestin	KCNH2 3.1 inh	Giardia killer	FBPA coupling cs
COc1ccccc1C(=O)NCCNc1ccc([N+](=O)[O-])cc1Cl
    6.0	0.4%[11.5 µM]	-6.1%	2.2%	0.2%	9.0%	-3.3%	-0.4%	8.2	1.8	0.9
O=C(c1ccc2c(c1)OCO2)N(c1ccc(Cl)cc1)C1C=CS(=O)(=O)C1 (stereo unspecified)
    -17.1	-2.8%	-3.7%	4.2%	-1.2%	-6.5%	-2.9%	0.2%	-3.0	-1.3	4.7
CN(C(=O)COC(=O)c1ccc(Cl)s1)C1(C#N)CCCCC1
    1.1	nt	0.7%	1.2%	2.6%	-34.8%	nt	0.1%	-7.3	-18.8	nt
CCc1ccc(OCC(=O)N(C)C)c(Br)c1
    -14.9	0.6%	2.2%	-0.1%	1.9%	3.5%	0.2%	0.3%	8.7	-7.0	1.8
COc1cc(O)c(C(CC(=O)N2CCCCC2)c2ccc(N(C)C)cc2)c(OC)c1 (stereo unspecified)
    nt	-3.3%	-10.7%	10.5%	8.0%	-2.6%	4.9%	0.2%	nt	17.9&6.0	-4.5&-0.3
CC(C)NC(=O)NC(=O)COC(=O)c1ccccc1O
    -1.5	10.7%	-1.9%	1.6%	1.6%	0.3%	-1.5%	0.2%	3.8	-15.0	2.7
Cc1nn(-c2ccc(F)cc2)c(C)c1NS(=O)(=O)c1ccc(Cl)cc1
    -18.6	-5.5%	0.8%	7.2%	-0.3%	5.1%	-4.9%	-1.1%	-1.9	29.2	-1.3
Cc1nc(N)[nH]c(=O)c1CC(=O)OCCCl
    6.9	0.6%	-0.6%	-8.0%	1.3%	-1.8%	-3.3%	0.4%	3.3	-19.7	0.2
COc1ccc(CCNC(=O)CCNS(=O)(=O)c2cc(Br)cnc2N)cc1OC
    -7.9	nt	4.3%	10.0%	-6.6%	6.1%	8.8%	0.4%	3.4	19.5	-5.7
CN(CC(=O)Nc1cccc(F)c1)C(=O)c1ccc(N2CCCCCC2)c([N+](=O)[O-])c1
    5.6	nt	7.1%	-2.6%	-1.0%	-24.2%	nt	0.1%	17.7	-2.7	nt
Cc1ccccc1Cn1nc(C)c(NC(=O)c2ccccc2)c1C
    -15.8	3.3%	1.9%	3.2%	0.4%	2.5%	1.3%	0.0%	3.9	22.5	-0.3
O=C(Nc1cccn(Cc2c(Cl)cccc2Cl)c1=O)c1ccccc1Cl
    -5.2	5.3%	?	0.6%	-2.1%	-5.9%	0.1%	0.5%	-7.6	-5.9	-1.3
Cc1ccc2oc(=O)cc(CN3CCCCC3)c2c1
    1.3	nt	-0.1%	0.6%	5.5%	-3.6%	-0.3%	-1.1%	-5.8	-0.8	-0.1
COc1ccc(-c2nsc3c(N4CCCCC4)ncnc23)cc1
    -6.9	-9.3%	?	-5.2%	0.3%	8.2%	3.7%	0.0%	-5.9	?	4.1
CCOc1cccc(N2C(=O)CC(N3CCN(c4nc5ccccc5s4)CC3)C2=O)c1 (stereo unspecified)
    0.2	3.9%	?	-3.2%	-2.1%	-8.9%	-1.5%	0.1%	3.2	-3.6	-0.7
Cc1cc(C(=O)NCc2ccc(S(N)(=O)=O)cc2)ccc1[N+](=O)[O-]
    16.5	-4.5%	2.1%	-1.5%	2.7%	5.4%	-0.1%	-0.7%	-4.8	-11.4	1.3
O=C(CN1C(=O)CSC1=O)Nc1ccc(C(=O)O)cc1
    -6.7	5.9%	-4.7%	-1.3%	0.7%	2.2%	4.7%	-0.1%	4.6	3.8	4.1
CCn1c(=O)n(CC)c2cc(N3CCCC3)c(NC(=O)c3ccccc3F)cc21
    1.1	nt	-8.9%	-3.5%	-5.2%	-20.3%	-3.0%	-0.2%	-7.2	-11.7	-4.9
CCOC(=O)N1CCN(C(=O)CSc2ccc(-c3cccc(OC)c3)nn2)CC1
    3.1	10.8%	1.2%	-3.5%	1.3%	1.8%	3.0%	-0.4%	-3.3	?	1.3
O=C(NN1CCOCC1)c1cccc(COc2cccc(Br)c2)c1
    -3.4	2.8%	0.1%	-4.4%	0.8%	-13.3%	14.4%	0.3%	20.8	3.9	1.2
CCCCCCCOc1ccc(OC(=O)c2cccnc2)cc1
    -4.1	2.3%	5.5%	?	4.2%	-8.8%	2.8%	-0.3%	-8.7	1.4	-0.3
Cc1ccc(NC(=O)O/N=C/c2cccc([N+](=O)[O-])c2)cc1
    1.5	-1.5%	6.8%	-4.6%	-1.5%	10.4%	-1.8%	-0.1%	-4.1	-23.0	-0.8
COc1cccc(C(=O)N(Cc2ccc(N(C)C)cc2)C2CCS(=O)(=O)C2)c1 (stereo unspecified)
    8.8	1.4%	-10.2%	-1.4%	-0.5%	0.0%	-1.0%	0.3%	-6.5	-6.2	-1.8
CC(C)Oc1ccc(S(=O)(=O)N2CCOCC2)cc1NC(=O)CN1C(=O)NC2(CCCC2)C1=O
    -2.5	0.1%	?	8.6%	-0.3%	4.2%	3.6%	-0.7%	-7.6	3.3	nt
O=C(CCNC(=O)c1ccccc1Cl)Nc1ccc(S(=O)(=O)Nc2nccs2)cc1
    34.6	nt	0.5%	8.2%	0.9%	0.7%	nt	-1.0%	-14.5	1.1	nt
O=C(COc1ccc(Br)cc1)NCCCN1CCCC1=O
    6.8	nt	-0.3%	5.4%	1.5%	12.4%	nt	0.3%	3.6	-17.7	nt
CC(C)(C)NCc1cc(Br)ccc1OC1CCCC1
    nt	0.2%	-2.7%	-16.1%	-2.4%	7.6%	6.9%	-0.2%	1.1	-18.5	3.2
O=C(Nc1ccc2[nH]ccc2c1)c1ccc(F)cc1
    -39.8	-17.6%	?	0.891µM*	0.3%	?	-2.2%	-1.1%	20.0	-83.2*	-4.8
COc1cccc(-c2csc(N3CCN(C(=S)Nc4ccccc4C)CC3)n2)c1
    -0.7	0.7%	-29.8%	-11.8%	1.9%	-2.3%	2.1%	0.1%	1.3	6.4	-0.2
N#CC1=C2SCN(Cc3ccco3)CN2C(=O)CC1c1ccccc1F (stereo unspecified)
    -15.0	-11.4%	6.8%	nt	0.7%	1.6%	-2.8%	0.0%	-37.5	10.7	-16.5
Cc1ccc(OCC(=O)NNC(=O)C(C)Sc2ncnc3sc(C)c(C)c23)cc1 (stereo unspecified)
    22.4	-2.0%	-16.3%	4.8%	0.5%	-7.1%	0.1%	-0.1%	4.9	-12.1	0.3
O=C(CNC(=O)N1CC(=O)Nc2ccccc21)NCCc1c[nH]c2ccccc12
    -0.4	-0.8%	-0.7%	12.9%	1.7%	-11.9%	nt	0.1%	13.8	16.0	-1.7
Cc1onc(-c2c(F)cccc2Cl)c1C(=O)Nc1nc2ccccc2[nH]1
    -16.9	-4.1%	?	4.3%	-4.2%	-16.4%	1.0%	-1.0%	0.6	2.0	0.0

# Given as labelled records: 2 of the compounds above
> CCOc1cccc(N2C(=O)CC(N3CCN(c4nc5ccccc5s4)CC3)C2=O)c1 (stereo unspecified)
- hERG WT inh: 0.2
- PKM2 act: 3.9%
- Chronic BCR inh: ?
- uPA surface inh: -3.2%
- USP2a block: -2.1%
- Eya2 phos inh: -8.9%
- GALK inhibitor: -1.5%
- B2AR arrestin: 0.1%
- KCNH2 3.1 inh: 3.2
- Giardia killer: -3.6
- FBPA coupling cs: -0.7
> CC(C)(C)NCc1cc(Br)ccc1OC1CCCC1
- hERG WT inh: nt
- PKM2 act: 0.2%
- Chronic BCR inh: -2.7%
- uPA surface inh: -16.1%
- USP2a block: -2.4%
- Eya2 phos inh: 7.6%
- GALK inhibitor: 6.9%
- B2AR arrestin: -0.2%
- KCNH2 3.1 inh: 1.1
- Giardia killer: -18.5
- FBPA coupling cs: 3.2

# Individual results from the entries so far.
# For Chronic BCR inh, `CC(C)(C)NCc1cc(Br)ccc1OC1CCCC1` shows -2.7%
# For KCNH2 3.1 inh, `CCOC(=O)N1CCN(C(=O)CSc2ccc(-c3cccc(OC)c3)nn2)CC1` shows -3.3
# For KCNH2 3.1 inh, `CN(C(=O)COC(=O)c1ccc(Cl)s1)C1(C#N)CCCCC1` shows -7.3

# Compound activity (PubChem)

# No enrichment for hits; about 2.4% have a hit in one of these screens.
